Bioassay records from PubChem.
HEK293 tox: Cytotoxic Profiling in HEK 293 Cell Line of Diverse Libraries Using Quantitative High-Throughput Screening; 94,000 tested, 6.6% active; HEK 293 viability, ATP luminescence (CellTiter-Glo), 48-72 h; AID 1345083, 2018; Potency, µM (titrated, usually from 115 µM), for the others: at the top dose activity change, negative = cytotoxicity, hits mostly inhibitors; further: potency means the concentration at half of the fitted maximal effect; nearly all actives have a fitted effect of over 60% in size
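Cells seeded first (HEK 293, 250 cells/well), then compound added by pintool. Incubation ran 48 or 72 hr at 37 degree Celsius. CellTiter-Glo was added and luminescence imaged after 10 min at room temperature.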
SNCA expr inhib: Primary qHTS assay for inhibitors of alpha-synuclein gene (SNCA) expression | HEK-293 SNCA-luciferase knock-in, luminescence, 24 h | Potency, µM (highest dose often 57.2 µM), for the others: top-dose activity change, negative = inhibition, hits mostly inhibitors | 140,000 tested, 0.17% active | AID 1671194, 2021;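 further: potency means the concentration at half of the fitted maximal effect; plate controls were DMSO cells for no effect and cell-free wells for full effect; nearly all actives have a fitted effect of over 45% in size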
Luciferase inh: Firefly luciferase inhibition profiling of diverse chemical library using quantitative high-throughput screening; Luciferin 4-monooxygenase (Photinus pyralis), P08659; purified P. pyralis luciferase, luminescence, biochemical; Potency, µM (series often up to 115 µM), without a hit: at the highest dose activity change, negative = inhibition, usual class: inhibitors; 76,000 tested, 2.5% active; AID 1347043, 2019; further: potency means the concentration at half of the fitted maximal effect; nearly all actives have a fitted effect of over 65% in size
Target sequence (P08659 whole entry, looked up): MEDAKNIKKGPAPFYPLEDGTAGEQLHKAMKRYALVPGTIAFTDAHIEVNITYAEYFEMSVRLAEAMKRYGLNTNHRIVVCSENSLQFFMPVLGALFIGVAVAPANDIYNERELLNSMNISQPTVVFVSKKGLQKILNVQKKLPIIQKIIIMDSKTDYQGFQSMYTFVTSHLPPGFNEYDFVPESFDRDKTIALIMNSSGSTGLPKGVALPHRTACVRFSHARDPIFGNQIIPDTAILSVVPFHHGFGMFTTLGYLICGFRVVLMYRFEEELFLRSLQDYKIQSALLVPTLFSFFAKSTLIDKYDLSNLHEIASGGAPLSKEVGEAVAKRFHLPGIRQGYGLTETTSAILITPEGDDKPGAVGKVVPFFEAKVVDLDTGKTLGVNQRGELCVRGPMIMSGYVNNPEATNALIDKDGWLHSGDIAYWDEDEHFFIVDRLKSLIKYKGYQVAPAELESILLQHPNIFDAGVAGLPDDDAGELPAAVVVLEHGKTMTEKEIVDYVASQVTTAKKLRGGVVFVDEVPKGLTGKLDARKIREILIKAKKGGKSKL
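Luminescence read by CCD imaging after purified firefly luciferase (10nM final) was added to substrate buffer holding 10uM D-luciferin and 10uM ATP, pH 7.5, pre-dosed with compound.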
SNCA viab count: GF-AFC viability counterscreen for inhibitors of alpha-synuclein gene (SNCA) expression; 150,000 tested, 0.12% active; HEK-293-SNCA-luc viability, GF-AFC fluorescence, 24 h; Potency, µM (titrated, usually from 57.1 µM), inactives show at the highest dose activity change, negative = cytotoxicity, hits mostly cytotoxic;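 further: potency means the concentration at half of the fitted maximal effect; 0% = DMSO-treated cells and -100% = medium-only wells without cells; nearly all actives have a fitted effect of over 30% in size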
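Cytotoxicity counterscreen: after 24 h compound treatment of genome-edited SNCA-luciferase HEK-293 cells, live-cell protease substrate GF-AFC read by fluorescence after 30 min; activity scaled between DMSO (0%) and medium-only (-100%), curves Hill-fitted.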
NIH3T3 tox: Cytotoxic Profiling in NIH 3T3 Cell Line of Diverse Libraries Using Quantitative High-Throughput Screening; NIH 3T3 viability, CellTiter-Glo ATP luminescence, 48-72 h; Potency, µM (top dose mostly 96.7 µM), for the others: top-dose activity change, negative = cytotoxicity, actives largely listed as inhibitors; 94,000 tested, 4.3% active; AID 1345082, 2018; further: potency means the concentration at half of the fitted maximal effect; nearly all actives have a fitted effect of over 55% in size
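ATP-dependent luminescence (CellTiter-Glo) served as the viability signal for NIH 3T3 cells treated with compound for 48 or 72 hr at 37 °C.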
GPT2 inhibitor: Primary qHTS assay for inhibitors of Glutamate pyruvate transaminase 2 (GPT2) | 100,000 tested, 0.25% active | AID 1671188, 2021 | Alanine aminotransferase 2 (Homo sapiens), Q8TD30 | Potency, µM (series often up to 57.7 µM), for inactives: at the highest dose activity change, negative = inhibition, usual class: inhibitors | Recombinant GPT2, coupled pyruvate oxidase/HRP Amplex Red fluorescence; further: potency means the concentration at half of the fitted maximal effect; nearly all actives have a fitted effect of over 60% in size; many of its hits are not listed in these tables
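Recombinant GPT2 (10ng/uL) with 250uM a-KG and 2mM L-alanine, 30 min at room temperature, in HEPES pH 7.5 buffer. Pyruvate detected by pyruvate oxidase/HRP/Amplex Red fluorescence after 30 min in the dark; AOA (50uM) as positive control.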
IP6K1 inh: Primary qHTS assay for small molecule inhibitors of Inositol hexaphosphate kinase 1 (IP6K1); Inositol hexakisphosphate kinase 1 (Homo sapiens), Q92551; IP6K1 kinase, ADP-Glo luminescence, 2 h; active compounds read low; activity change, % (series mostly up to about 58 µM); 140,000 tested, 0.81% active; in the data active means activity change below about -25%
Target sequence (Q92551 whole entry, looked up): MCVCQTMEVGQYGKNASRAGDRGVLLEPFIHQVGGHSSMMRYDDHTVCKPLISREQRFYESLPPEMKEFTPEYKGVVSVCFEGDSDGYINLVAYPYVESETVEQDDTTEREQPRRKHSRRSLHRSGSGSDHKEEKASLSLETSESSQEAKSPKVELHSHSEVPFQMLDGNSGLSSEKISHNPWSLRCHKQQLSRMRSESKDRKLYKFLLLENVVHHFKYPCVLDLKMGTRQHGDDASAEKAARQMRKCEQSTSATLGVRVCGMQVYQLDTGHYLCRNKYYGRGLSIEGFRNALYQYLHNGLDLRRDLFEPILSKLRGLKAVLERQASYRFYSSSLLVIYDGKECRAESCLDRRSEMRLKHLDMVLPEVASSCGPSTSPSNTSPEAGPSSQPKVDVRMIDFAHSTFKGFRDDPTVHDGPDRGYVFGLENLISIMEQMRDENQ
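ADP-Glo luminescence measures ADP made by human IP6K1 during a 2 h RT reaction with ATP/IP6 (mix at 1.3 mM/130 uM); top library doses 57.5 and 19.1 uM final.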
* hit, by the source's call; i = inactive; u = inconclusive; x = no result given; & = joins results of further samples; [ ] = remark or other dose. Unless noted, the call rests on the fitted dose curve; in most records, active means well fitted curve in the direction sought with a large enough effect; inconclusive means small, poorly fitted or top-dose-only effect, or another doubt; inactive means no such curve, though single readings can be large; an effect the other way counts as inactive or inconclusive. Unless noted, on the % scale 0 is the no-effect control and ±100 the full control effect.

The line under a structure holds: GPT2 inhibitor, NIH3T3 tox, HEK293 tox, SNCA viab count, Luciferase inh, IP6K1 inh, SNCA expr inhib
CCN(CCCl)Cc1ccccc1Br
→ i, x, x, -10.1%, x, x, -11.0%
CCOC(=O)[C@H]1CN(C(=O)c2ccc3c(c2)OCO3)[C@]2(C)C(=O)N(CCOC)c3ccccc3[C@H]12
→ -14.8%[27.3 µM], u, -24.4%[57.5 µM], -11.5%[23.9 µM], x, 21.8, -5.8%[25.6 µM]
CS(=N)(=O)CC[C@H](N)C(=O)O (stereo partly specified)
→ i, x, x, 4.7%, x, x, -3.2%
COc1ccc(CC(=O)N2CCN(Cc3ccccc3-c3ccccc3F)CC2)cc1
→ 3.0%, u, u, 0.1%[12.5 µM], x, 0.6, 9.9%
Cn1cc(C(=O)N2[C@H]3CC[C@@H]2c2cnc(-c4ccc(F)cc4)nc2C3)cn1
→ i, -23.1%, u, 3.0%, -9.9%, -1.1, -10.0%
CCOC(=O)c1ccc(N2CC3CCC(C2)N3CC(F)(F)F)nn1
→ -15.5%, -10.4%, -8.0%, 3.6%, x, 15.1, 36.9%[activator]
Cc1cc(OCC(=O)N2CCN(CCc3ccncc3)CC2)ccc1Cl
→ x, x, x, 6.0%, x, 22.0, 44.1%[activator]
CC[C@H]1CN2CC[C@H]1C[C@@H]2CNC(=O)Nc1cccc(C(F)(F)F)c1
→ i, -30.0%[174 µM], u, -4.7%[87.6 µM], -10.5%[172 µM], -0.5, u
CC(=O)Nc1ccc(-c2ccc(=O)n3c2[C@@H]2C[C@@H](CN(C(=O)c4ccco4)C2)C3)cc1
→ i, 2.8%[174 µM], -0.5%[172 µM], 0.6%[87.6 µM], 0.7%[172 µM], 10.2, -2.6%[87.6 µM]
CC(C)(C)c1ccc(-c2cn(C[C@H]3CC4CCN3C[C@@H]4C(=O)NC3CCCCC3)nn2)cc1 (stereo partly specified)
→ 4.5%, u, 31.6µM*, -24.3%, 3.8%, 13.2, 37.8%[activator]
O=C(c1ccc2c(c1)OCO2)N1[C@H]2CC[C@@H]1c1cnc(-c3ccc(F)cc3)nc1C2
→ -8.0%, u, 44.7µM*, 1.7%, -3.7%, -3.3, 3.2%
O=C(Cc1ccc(F)cc1)N1CCN(C2CCN(Cc3cccnc3)C2=O)CC1 (stereo unspecified)
→ i, -13.6%, u, 6.1%, -8.3%, 17.2, 0.6%
O=C1NC[C@H]2CN(Cc3nccs3)CCN12
→ u, i, 2.5%[230 µM], 1.8%[87.6 µM], -2.6%[230 µM], 2.4, 22.7%[87.6 µM]
O=C(NCc1ccc(F)cc1)[C@H]1CN2CC[C@H]1C[C@@H]2Cn1cc(C2(O)CCCC2)nn1
→ -1.8%[88.5 µM], -2.8%[174 µM], -3.9%[172 µM], -10.3%[87.6 µM], 2.5%[172 µM], 14.5, 18.3%[87.6 µM]
CCS(=O)(=O)N1[C@H]2CC[C@@H]1c1cnc(C)nc1C2
→ i, 4.5%, i, 5.2%, -0.4%, 22.7, 6.3%
CCCS(=O)(=O)N1C[C@@H]2C[C@H](C1)c1ccc(-c3ccc4ccccc4c3)c(=O)n1C2
→ i, u, u, -3.0%[87.6 µM], -21.6%[172 µM], -4.4, 90.1%[activator][87.6 µM]
COc1cc(CC(C)N)c(OC)cc1I (stereo unspecified)
→ i, x, x, -5.5%, x, x, 21.4%
CC(=O)O[C@@H]1[C@@H](O)[C@H]2O[C@@H]3C=C(C)[C@@H](O)C[C@]3(CO)[C@]1(C)[C@]21CO1
→ i, x, x, -49.3%, x, 11.4, x
O=C(O)CCC(=O)N1C[C@@H]2C[C@H](C1)c1c(-c3cc4ccccc4s3)ccc(=O)n1C2
→ 2.0%[88.5 µM], i, i, 6.7%[87.6 µM], 12.8%[172 µM], -12.1, 9.9%[87.6 µM]
CCC(=O)OC1(c2ccccc2)CCN(C)CC1
→ i, x, x, 78.1%, x, -6.0, 39.8%
COc1ccc2c(c1)C1(CCN(C(=O)Nc3ccc4c(c3)OCCO4)C1)C(=O)N2C (stereo unspecified)
→ -3.3%, -4.3%, -28.5%, -7.2%, 10µM*, 15.9, 99.2%[activator]
COc1cc2c(cc1OCc1ccncc1)NC(=O)C21CCN(c2ncc(F)cn2)CC1
→ 1.6%[88.5 µM], u, 50.1µM*, -26.7%[87.6 µM], -12.5%[172 µM], -4.1, -7.5%[87.6 µM]
CN1[C@@H](CCC(=O)NCc2cccnc2)CNC(=O)[C@H]2NCC[C@H]21
→ -7.7%[88.5 µM], i, 3.5%[172 µM], -11.9%[87.6 µM], 4.6%[172 µM], 24.1, 4.1%[87.6 µM]
C#CC(O)(C=CCl)CC (stereo unspecified)
→ u, x, x, -22.5%[23.9 µM], x, -17.0, -49.3%[25.6 µM]
COc1cc2c(cc1OCc1ccncc1)NC(=O)C21CCN(C(C)=O)CC1
→ 1.3%[88.5 µM], u, -28.7%[172 µM], 7.0%[87.6 µM], 1.6%[172 µM], -5.9, -0.3%[87.6 µM]
O=C(O)C1=NOC2CN(Cc3ccccn3)CC12 (stereo unspecified)
→ -8.8%[88.5 µM], i, i, 1.4%[87.6 µM], x, -3.1, -18.9%[87.6 µM]
COc1cc2c(cc1Oc1cccc(N(C)C)c1)NC(=O)C21CCN(Cc2ccccc2)CC1
→ 4.9%, 25.1µM*, 28.2µM*, -21.8%, 1.3%, -9.0, u
O=c1c2ccccc2nc(/C=C/c2ccccc2F)n1-c1cccc(O)c1
→ x, x, x, 21.2%, x, 2.4, -7.4%
C=C[C@H]1CN2CC[C@H]1C[C@@H]2CNC(=O)CC(C)(C)C
→ i, -25.9%[230 µM], -13.6%[230 µM], 4.1%[87.6 µM], -7.8%[230 µM], -9.3, -10.3%[87.6 µM]
CC(C)N(CCC(C(N)=O)(c1ccccc1)c1ccccn1)C(C)C (stereo unspecified)
→ 2.1%, x, x, u, x, 6.5&-14.1, -6.4%

Quoted at random: 2 entries already listed.
The line under a structure holds: GPT2 inhibitor, NIH3T3 tox, HEK293 tox, SNCA viab count, Luciferase inh, IP6K1 inh, SNCA expr inhib
COc1cc2c(cc1OCc1ccncc1)NC(=O)C21CCN(c2ncc(F)cn2)CC1
→ 1.6%[88.5 µM], u, 50.1µM*, -26.7%[87.6 µM], -12.5%[172 µM], -4.1, -7.5%[87.6 µM]
CCC(=O)OC1(c2ccccc2)CCN(C)CC1
→ i, x, x, 78.1%, x, -6.0, 39.8%

(continued)
The line under a structure holds: GPT2 inhibitor, NIH3T3 tox, HEK293 tox, SNCA viab count, Luciferase inh, IP6K1 inh, SNCA expr inhib
CCOC(=O)[C@H]1CN(C(=O)c2ccc(SC)cc2)[C@]2(C)C(=O)N(C)c3ccccc3[C@H]12
→ i, -26.6%[46.1 µM], u, -16.7%[23.9 µM], x, 21.8, -13.1%[25.6 µM]
CC(C)CC(=O)N1CCC2(CC1)NCc1ccccc1-n1ccnc12
→ i, u, 13.8%, -0.4%, 5.0%, 10.7, -6.1%
COc1ccccc1N1CCNCC1
→ i, x, x, 4.7%, x, 37.3, -2.0%
C=C[C@H]1CN2CC[C@H]1C[C@@H]2CNS(=O)(=O)Cc1ccccc1
→ 2.6%[88.5 µM], 4.2%[174 µM], i, 5.9%[87.6 µM], -5.7%[172 µM], -10.3, -23.7%[87.6 µM]
CC(=O)N1CC2(CCN(Cc3ccccn3)C2)Cc2ccccc21 (stereo unspecified)
→ i, i, -0.7%, -7.0%, x, -16.8, 16.6%
COc1ccc(Cc2nccc3cc(OC)c(OC)cc23)cc1OC
→ u, x, x, -7.1%, x, 5.0, -1.6%
CC[C@H]1CN2CC[C@H]1C[C@@H]2CNC(=O)CSCC(=O)O
→ 2.1%[88.5 µM], 4.2%[174 µM], -7.8%[172 µM], 8.7%[87.6 µM], -4.5%[172 µM], -9.2, 8.1%[87.6 µM]
COc1cc(C(=O)NC[C@H]2C[C@@H]3CCN2C[C@@H]3c2cc(-c3ccco3)nc(C)n2)cc(OC)c1OC
→ 3.5%, -13.1%, -9.6%, -12.3%, -0.2%, 14.3, 10.4%
COc1ccc(-c2cc([C@H]3CN4CC[C@H]3C[C@@H]4CNC(=O)c3cccs3)n(C)n2)cc1
→ 0.4%, u, u, -4.2%, -6.0%, 0.6, 2.1%
COc1ccc(OC)c(S(=O)(=O)NC[C@H]2C[C@@H]3CCN2C[C@@H]3c2cc(-c3ccc4ccccc4c3)nn2C)c1
→ 0.8%, u, u, -6.2%, 0.1%, 2.1, -1.4%
N#CC(O[C@@H]1O[C@H](CO)[C@@H](O)[C@H](O)[C@H]1O)c1ccccc1 (stereo partly specified)
→ 2.5%, x, x, -11.5%, x, -6.0, x
O=C(NC1CCCCC1)N1C[C@@H]2C[C@H](C1)c1c(-c3cccs3)ccc(=O)n1C2
→ 3.1%[88.5 µM], u, -6.1%[172 µM], -19.6%[87.6 µM], -1.0%[172 µM], 2.9, 38.4%[activator][87.6 µM]
CN1Cc2ccccc2-n2ccnc2C12CCN(C(=O)c1ccc(F)c(F)c1)CC2
→ i, -5.9%, 3.6%, -5.2%, 12.2%, 5.2, 12.8%
COc1cc2c(cc1OCC1CC1)NC(=O)C21CCN(CCC(C)C)CC1
→ i, u, -27.5%[172 µM], -1.3%[87.6 µM], -14.3%[172 µM], -10.2, 27.7%[87.6 µM]
CC[C@H]1CN2CC[C@H]1C[C@@H]2CNC(=O)Nc1ccc(C(C)=O)cc1
→ i, -8.2%[174 µM], -12.1%[172 µM], 2.1%[87.6 µM], -3.3%[172 µM], -4.0, -9.2%[87.6 µM]
COc1ccc(CN(C)CC2[C@H]3CNC[C@@H]23)c2cccnc12 (stereo partly specified)
→ -15.9%, -0.7%, -0.5%, -22.0%, 1.2%, 8.0, -7.2%
CCOC(=O)[C@H]1CN(C(=O)OCC(C)(C)C)[C@]2(C)C(=O)N(CCO)c3ccccc3[C@H]12
→ i, -4.7%[46.1 µM], u, -0.4%[23.9 µM], x, -11.0, -0.1%[25.6 µM]
COc1cncc(CN2CCC3(CC2)C(=O)Nc2cc(OCC4CC4)c(OC)cc23)c1
→ -22.2%[88.5 µM], u, u, -6.0%[87.6 µM], -7.3%[172 µM], -16.4, -14.6%[87.6 µM]
COc1ccc(C(=O)N2CCC3(CC2)C(=O)Nc2cc(OCC4CC4)c(OC)cc23)cc1
→ 2.5%[88.5 µM], -19.8%[138 µM], u, 3.6%[87.6 µM], -1.3%[172 µM], -20.3, 6.9%[87.6 µM]

A portion of the library (hit frequency here may not be typical).
